From PubChem BioAssay
USP1 inh: blocks the human USP1/UAF1 deubiquitinase complex | O94782 | AID 743255 | Potency, µM (series often up to 57.1 µM), without a hit: top-dose activity change, negative = inhibition, most hits filed as inhibitors | recombinant USP1/UAF1, Ub-Rhodamine cleavage fluorescence | 0.23% of 390,000 active; also: potency is read from the fitted curve at half-maximal effect; % is scaled to controls: 0 for no effect and ±100 for the full control effect; nearly all actives have a fitted effect of over 60% in size; inactives centre near -12
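High-throughput fluorogenic screen: 1nM USP1/UAF1 complex, Ub-Rho substrate 150nM final, 50mM HEPES pH 7.8 with 0.5mM EDTA, 0.1 mg/ml BSA, 1mM TCEP and 0.01% Tween-20.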
TrxR1 substrate: rat thioredoxin reductase 1 substrate activity | Potency, µM (top dose mostly 114 µM), for inactives: at the top dose activity change, negative = substrate turnover | purified TrxR1 substrate turnover, NADPH consumption readout | AID 588456 | 0.01% of 390,000 active; also: potency is read from the fitted curve at half-maximal effect; % is scaled to controls: 0 for no effect and ±100 for the full control effect; nearly all actives have a fitted effect of over 50% in size
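Rat TrxR1, dispensed at 90 nM, was prereduced with 400 uM NADPH (final) for 5 min at ~22 deg C, then incubated with compound 15 min before 400 uM selenite. A first-read NADPH fluorescence drop versus no-compound background flagged substrates.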
HP1b binding inh: HP1-beta chromodomain-methylated histone interaction inhibition. P83916. AlphaScreen HP1-beta / biotin-H3K9me3 peptide binding. 0.56% of 390,000 active. Potency, µM (doses to about 114 µM), inactives show at the top dose activity change, negative = inhibition, actives largely listed as inhibitors; also: potency is read from the fitted curve at half-maximal effect; nearly all actives have a fitted effect of over 70% in size; inactives centre near 23
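Compound inhibition of the preformed complex between 50 nM HP1-beta and 50 nM biotinylated H3K9me3 peptide was read by AlphaScreen. Buffer was PBS pH 7.4 with 0.01% Tween-20. Incubations ran 30 min at room temperature, with 10 ug/mL donor/acceptor beads.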
TrxR1 inh: rat TrxR1 inhibition; recombinant rTrxR1, NADPH fluorescence consumption, selenite substrate; 1% of 390,000 active; AID 588453; Potency, µM (titrated, usually from 114 µM), without a hit: at the top dose activity change, negative = inhibition, most hits filed as inhibitors; O89049; also: potency is read from the fitted curve at half-maximal effect; % is scaled to controls: 0 for no effect and ±100 for the full control effect; nearly all actives have a fitted effect of over 65% in size
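Rat TrxR1 (90 nM in the dispensed reagent) was pre-reduced with 400 uM NADPH for 5 min at room temperature, then incubated with compound for 15 min. After 400 uM selenite was added, NADPH fluorescence (Ex 340/Em 450 nm) was followed for 8 min.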
mIDH1 inhibitor: inhibitors of human mutant IDH1 R132H; O75874; IDH1-R132H enzyme, NADPH consumption, diaphorase/resazurin fluorescence; Potency, µM (titrated, usually from 76.6 µM), for inactives: at the highest dose activity change, negative = inhibition, actives largely listed as inhibitors; 0.093% of 390,000 active; AID 602179; also: potency is read from the fitted curve at half-maximal effect; % is scaled to controls: 0 for no effect and ±100 for the full control effect; nearly all actives have a fitted effect of over 65% in size
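IDH1-R132H (0.5 ug/mL dispensed) in pH 7.5 Tris buffer was preincubated 30 min with compound, then given a substrate mix of 0.016 mM NADPH and 2 mM alpha-KG for 80 min at room temperature; remaining NADPH was read by diaphorase/resazurin fluorescence.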
GLS inhibitor: blocks human kidney-isoform glutaminase activity | O94925 | GLS enzymatic activity, qHTS titration | Potency, µM (series often up to 45.5 µM), for the others: top-dose activity change, negative = inhibition, hits mostly inhibitors | 0.21% of 410,000 active | AID 624170; also: potency is read from the fitted curve at half-maximal effect; % is scaled to controls: 0 for no effect and ±100 for the full control effect
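Glutamate formation by hKGA was monitored fluorometrically using coupled glutamate oxidase, HRP and Amplex Red. Substrate was added as 1 mM L-glutamine solution; incubation was 30 min at RT after an initial read.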
PI4K2A block: blocks human PI4K2A kinase activity. purified PI4K2A, ADP-Glo luminescence, 1 h; active compounds read low. 0.13% of 420,000 active. Q9BTU6. activity change, negative = inhibition, % at 76.9 µM; in the data active = activity change below about -50%; inconclusive = mostly about -30% to -49%;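 also: -100% = wells without enzyme as full effect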
Target sequence (Q9BTU6 whole entry, looked up): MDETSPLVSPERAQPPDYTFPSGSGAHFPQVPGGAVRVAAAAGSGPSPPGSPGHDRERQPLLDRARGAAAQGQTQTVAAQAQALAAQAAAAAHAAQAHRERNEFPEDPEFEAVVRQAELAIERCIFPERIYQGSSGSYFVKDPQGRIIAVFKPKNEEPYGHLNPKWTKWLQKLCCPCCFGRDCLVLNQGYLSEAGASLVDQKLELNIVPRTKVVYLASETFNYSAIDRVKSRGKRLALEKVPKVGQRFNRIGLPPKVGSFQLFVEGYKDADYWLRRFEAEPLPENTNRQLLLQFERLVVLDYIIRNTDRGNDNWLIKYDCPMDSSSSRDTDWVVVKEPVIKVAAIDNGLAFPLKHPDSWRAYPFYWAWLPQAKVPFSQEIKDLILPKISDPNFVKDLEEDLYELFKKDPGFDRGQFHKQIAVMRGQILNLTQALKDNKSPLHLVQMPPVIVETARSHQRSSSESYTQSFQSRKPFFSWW
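PI4K2A activity was measured by ADP-Glo luminescence: enzyme (4 ug/mL stock) and phosphatidylinositol (1.2 mM stock) in Tris pH 7.5/MgCl2/EGTA/Triton X-100 buffer were reacted with ATP (300 microM stock) for one hour at ambient temperature.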
Tb PGK inh: blocks T. brucei phosphoglycerate kinase; Potency, µM (doses to about 57.5 µM), for inactives: at the top dose activity change, negative = inhibition, actives largely listed as inhibitors; PGK/GAPDH coupled, Kinase-Glo luminescence, 60 min; 0.043% of 380,000 active; also: potency is read from the fitted curve at half-maximal effect; % is scaled to controls: 0 for no effect and ±100 for the full control effect; nearly all actives have a fitted effect of over 60% in size
Target sequence (P07378 whole entry, looked up): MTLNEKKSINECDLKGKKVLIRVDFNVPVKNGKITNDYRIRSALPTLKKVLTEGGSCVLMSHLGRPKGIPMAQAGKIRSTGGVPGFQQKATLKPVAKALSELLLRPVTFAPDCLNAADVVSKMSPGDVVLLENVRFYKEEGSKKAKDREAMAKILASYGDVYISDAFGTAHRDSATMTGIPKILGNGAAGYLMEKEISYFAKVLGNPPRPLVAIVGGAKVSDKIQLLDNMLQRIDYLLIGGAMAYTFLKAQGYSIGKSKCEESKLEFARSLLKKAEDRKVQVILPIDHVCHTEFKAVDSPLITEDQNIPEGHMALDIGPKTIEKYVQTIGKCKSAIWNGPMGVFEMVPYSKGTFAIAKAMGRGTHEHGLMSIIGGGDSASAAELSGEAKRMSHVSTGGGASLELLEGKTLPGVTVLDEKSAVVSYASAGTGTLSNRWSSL
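Luminescent ATP detection (Kinase-Glo Plus) follows a 60-minute room-temperature incubation, with wells lacking PGK as controls. Buffer: 100 mM TEA (pH 7.6), 5 mM MgCl2, 0.01% Tween-20. Coupling enzyme GAPDH (100 nM final) supplies unstable 1,3-BPG in-well.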
Pin1 inh: human Pin1 inhibition. Q13526. Pin1 FP peptide displacement, HiFluor488, 10 min. Potency, µM (series often up to 115 µM), for the others: at the highest dose activity, negative = inhibition, hits mostly inhibitors. 0.009% of 390,000 active. AID 504891; active = well fitted inhibition curve with a large enough effect in the polarisation, with a control signal flat, not every such curve was filed as active; inconclusive = small, poorly fitted or top-dose-only effect, or effect the other way, or a change in a side signal; inactive = no such curve, though single readings can be large or run the other way; the % refers to the polarisation; also: potency is read from the fitted curve at half-maximal effect; % is scaled to controls: 0 for no effect and ±100 for the full control effect
Target sequence (Q13526 whole entry, looked up): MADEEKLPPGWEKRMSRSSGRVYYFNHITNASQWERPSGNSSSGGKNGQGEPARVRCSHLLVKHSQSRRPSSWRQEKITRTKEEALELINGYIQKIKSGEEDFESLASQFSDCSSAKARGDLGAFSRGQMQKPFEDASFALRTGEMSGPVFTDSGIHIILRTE
Numbers without * were called inactive; i = inactive; ? = inconclusive; nt = not tested or not shown; & = joins results of further samples; [ ] = remark or other dose. Unless noted, calls follow the shape of the dose curve; as a rule, active = well fitted curve in the direction sought with a large enough effect; inconclusive = small, poorly fitted or top-dose-only effect, or another doubt; inactive = no such curve, though single readings can be large; an effect the other way counts as inactive or inconclusive.

entry	SMILES	USP1 inh	Tb PGK inh	GLS inhibitor	Pin1 inh	mIDH1 inhibitor	TrxR1 substrate	PI4K2A block	TrxR1 inh	HP1b binding inh
1	CC1CCCCC1NC(=O)c1cccc(S(=O)(=O)N2CCN(C)CC2)c1 (configuration not stated)	-20.5%	-14.1%	5.6%	-2.2%	6.7%	6.9%	4.2	14.2%	7.3%
2	O=C(CCCN1C(=O)c2ccccc2C1=O)N1CCC(c2ccccc2)C1 (configuration not stated)	-19.1%	-7.1%	nt	-6.2%	3.0%	1.4%	3.1	15.5%	29.3%
3	COc1ccc(NC(=O)CCOc2ccccc2)c(OC)c1	-11.6%	-9.9%	-17.1%	-0.5%	6.9%	-8.9%	0.8	-8.9%	28.2%
4	C=CCn1cc(/C=N\NC(=O)c2cc3c(ccc4ccccc43)o2)c2ccccc21	-32.3%	6.9%	5.9%	4.8%	6.8%	16.2%	-6.8	-0.8%	46.0%[activator]
5	CCCCn1c(-c2ccncc2)nc2c1c(=O)[nH]c(=O)n2CC(C)C	-16.5%	i	1.8%	-6.8%	6.3%	3.0%	3.6	4.9%	33.4%
6	COc1cc(OC)cc(C(=O)NNC(=O)C2CSC3(C)CCC(=O)N23)c1 (configuration not stated)	-2.9%	-7.3%	7.4%	-1.6%	4.6%	-2.3%	-3.5	-1.0%	22.4%
7	CC(=O)[C@@H]1[C@@H](C(=O)c2ccc(C)cc2)[C@]2(C(=O)Nc3ccccc32)[C@H]2C=Cc3cc(F)ccc3N12	-25.1%	1.3%	3.9%	5.9%	3.6%	-18.2%	3.8	?	-35.6%
8	CCN(CC)c1ccc(C2C(C(N)=O)=C(C)Nc3ncnn32)cc1 (configuration not stated)	?	-2.6%	19.0%	1.7%	-15.5%	-4.0%[57.1 µM]	-12.9	1.2%[57.1 µM]	13.9%[57 µM]
9	Cc1cc(S(=O)(=O)N2CCN(c3ccccn3)CC2)ccc1F	-11.0%	-6.5%	0.4%	-6.2%	-3.9%	0.5%	5.0	20.6%	46.8%[activator]
10	CC(C)(C)NC(=O)CSc1nc(-c2ccc(F)cc2)cs1	-3.5%	-2.1%	6.3%	-8.4%	4.6%	4.2%[57.1 µM]	-0.4	2.3%[57.1 µM]	14.9%
11	CCC(C)NC(=O)Cn1c(=O)sc2ccccc21 (configuration not stated)	-10.7%	i	0.4%	-7.4%	6.0%	3.2%	0.5	19.6%	19.3%
12	O=C(NCCCNC(=O)c1c(F)cccc1F)c1c(F)cccc1F	-24.0%	-1.2%	-9.2%	-10.5%	1.2%	-2.6%	-0.9	2.1%	42.1%[activator]
13	CCC12C(=Nc3c(Cl)cccc31)C[C@@H]1CCN3C(=O)CCC[C@H]2[C@H]13 (some centres not stated)	-28.1%	5.1%	-2.8%	2.5%	-5.2%	9.8%&-0.6%	0.9	27.3%&-3.0%	38.9%
14	Cc1cc2[nH]c(=O)c(=O)[nH]c2cc1S(=O)(=O)NCC(C)c1ccccc1 (configuration not stated)	-28.3%	-2.3%	0.6%	nt	-1.5%	nt	-0.9	nt	nt
15	CCCOc1ccccc1C(=O)N(Cc1ccc(C)o1)C1CCS(=O)(=O)C1 (configuration not stated)	-24.1%	6.9%	-1.6%	1.3%	1.9%	-2.1%	0.4	?	26.8%
16	CC1CCCCN1S(=O)(=O)c1ccc(C(=O)Nc2sccc2C(N)=O)cc1 (configuration not stated)	-21.7%	-8.4%	8.8%	47.7%[activator]	-4.9%	-3.3%	-2.1	10.3%	23.7%
17	Cc1ccn2cc(-c3cccc(S(=O)(=O)N4CCCC4)c3)nc2c1	?	4.9%	0.0%	-5.1%	-3.5%	8.4%	1.4	20.9%	24.5%
18	O=C(CCc1ccc(S(=O)(=O)N2CCOCC2)cc1)N/N=C/c1cccc(O)c1	-15.4%	1.8%	10.8%	3.3%	1.3%	-14.8%	2.3	-14.5%	41.8%[activator]
19	O=C(CN1CCSC1=NCc1ccccc1)c1ccc(Cl)c(Cl)c1	-17.7%	-3.9%	-4.1%	10.4%	1.9%	-2.1%	11.0	23.1%[57.1 µM]	100.6%[activator]
20	CC(C)c1ccc(NC(=O)CCc2ccccc2)cc1	-7.9%	0.7%	1.0%	2.8%	5.9%	-6.9%	0.1	-6.3%[57.1 µM]	86.7%[activator]
21	CCc1ccc(OCC(=O)N(C)C2CCS(=O)(=O)C2)cc1 (configuration not stated)	-14.3%	-1.3%	-10.1%	-2.8%	2.5%	1.1%	-8.5	2.5%	51.9%[activator]
22	O=C(CC1C(=O)NCCN1CC1CCCCC1)NCCc1ccc(F)cc1 (configuration not stated)	-6.6%	-3.1%	4.8%	-0.3%	5.1%	9.8%	-1.5	21.3%	33.2%
23	Cc1ccc(CN(Cc2ccco2)C(=S)Nc2ccccc2C)cc1	-27.7%	-6.6%	-11.5%	18.9%	2.6%	-1.5%	2.7	-23.1%	37.5%
24	CCCOc1ccccc1C(=O)N(Cc1cccs1)C1CCS(=O)(=O)C1 (configuration not stated)	2.2%	-1.6%	12.9%	-0.9%	7.6%	3.5%[57.1 µM]	6.1	-6.3%[57.1 µM]	24.0%
25	NS(=O)(=O)c1cccc(NC(=O)CSc2nc3ccccc3n2-c2ccccc2)c1	-21.8%	-2.2%	-16.1%	8.2%	-10.9%	1.6%[57.1 µM]	-0.4	5.7%[57.1 µM]	17.9%
26	O=c1c2oc3ccccc3c2n(Cc2ccccc2F)c(=O)n1Cc1ccco1	6.6%	-8.0%	-3.4%	-0.4%	0.0%	6.5%	-0.2	15.2%	14.1%
27	CC1(NC(=O)CCS(=O)(=O)c2ccc(Cl)cc2)CCS(=O)(=O)C1 (configuration not stated)	-4.4%	9.3%	13.2%	1.1%	-10.6%	-6.5%	-14.0	-13.1%	29.2%
28	CCCCn1c(N)c(N(CC(C)C)C(=O)C2CC(=O)N(c3ccc(C)cc3)C2)c(=O)[nH]c1=O (configuration not stated)	-18.5%	3.4%	1.4%	-9.7%	3.5%	3.7%	-1.0	16.6%	-3.4%
29	Cc1ccc(NC(=O)COC(=O)CCC(=O)c2cccs2)c(C)c1	-24.5%	-8.1%	1.5%	-4.3%	11.3%	5.9%	3.0	18.6%	23.1%
30	O=c1cc(Cl)c(-c2ccccc2)n[nH]1	-13.4%	3.3%	-2.2%	2.1%	1.8%	1.6%	-2.0	-1.1%	32.7%
31	Cc1cc(C)c(NC(=O)CSc2nnc(-c3ccncc3)n2Cc2ccco2)c(C)c1	3.6%	nt	4.5%	0.4%	2.9%	10.7%	-0.5	-20.7%[57.1 µM]	44.1%[activator]
32	N#Cc1ccc(Oc2nc(Nc3ccc(F)cc3)nc(N3CCCC3)n2)cc1	-5.0%	i	-17.0%	-5.2%	-5.0%	-4.6%	4.8	19.5%	8.4%
33	CCOC(=O)c1ccc(NC(=O)CSc2nc(NC(=O)c3ccccc3)c3c(C)c(C)oc3n2)cc1	-5.7%	-0.8%	-5.5%	10.3%	1.0%	31.8%[activator]	-4.4	13.8%	7.6%
34	Cc1ccc(-c2nnc(Nc3ccc(S(N)(=O)=O)cc3)c3ccccc23)cc1S(=O)(=O)N1CCOCC1	2.7%	-3.7%	1.5%	5.3%	-7.9%	4.3%	3.1	7.7%	30.5%
35	CCOC(=O)N1CCN(C(=O)c2ccc3c(c2)NC(=O)C(N2CCOCC2)S3)CC1 (configuration not stated)	-4.8%	7.7%	4.9%	0.1%	-2.9%	-0.7%	-3.9	0.3%	18.6%
36	COC(=O)C1C(=O)C(C(=O)c2ccc([N+](=O)[O-])cc2)C(=O)CC1(C)C (configuration not stated)	-21.0%	-9.4%	-2.5%	0.1%	-2.5%	-1.6%	5.7	5.6%	21.8%
37	COc1ccc(C2Nc3ccccc3-c3cc(C)nn32)c(OC)c1 (configuration not stated)	-17.7%	9.5%	15.8%	-1.7%	-13.1%	11.2%[57.1 µM]	0.2	9.9%[57.1 µM]	34.0%
38	CCOC(=O)NC(NC(=S)Nc1ccccc1OC)C(Cl)(Cl)Cl (configuration not stated)	-5.2%	-5.0%	15.6%	-1.9%	4.2%	3.1%	-0.5	?	-6.0%

Three compounds out of the list, arranged by number of heavy atoms, smallest number first:
entry	SMILES	USP1 inh	Tb PGK inh	GLS inhibitor	Pin1 inh	mIDH1 inhibitor	TrxR1 substrate	PI4K2A block	TrxR1 inh	HP1b binding inh
36	COC(=O)C1C(=O)C(C(=O)c2ccc([N+](=O)[O-])cc2)C(=O)CC1(C)C (configuration not stated)	-21.0%	-9.4%	-2.5%	0.1%	-2.5%	-1.6%	5.7	5.6%	21.8%
32	N#Cc1ccc(Oc2nc(Nc3ccc(F)cc3)nc(N3CCCC3)n2)cc1	-5.0%	i	-17.0%	-5.2%	-5.0%	-4.6%	4.8	19.5%	8.4%
35	CCOC(=O)N1CCN(C(=O)c2ccc3c(c2)NC(=O)C(N2CCOCC2)S3)CC1 (configuration not stated)	-4.8%	7.7%	4.9%	0.1%	-2.9%	-0.7%	-3.9	0.3%	18.6%

An excerpt; rates above refer to the full screens.
